Source: PubChem (several laboratories)
HIF act = HIF pathway transcriptional activators, primary screen, cell-based, U2OS HRE-luciferase, luminescence. U2OS HRE-luciferase reporter; normalized: DMSO 0%, desferrioxamine 100%. activation, % at 7.5 µM (by protocol). 300,000 compounds, 0.32% hits. AID 1910, 2009;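 active = mean activation of at least 10% of the iron chelator positive control signal, with at least half of replicates also reaching 10%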
TRPC4 block = inhibitors of mouse TRPC4 channel, primary screen, Fluo4 calcium, HEK293 TRPC4beta/mu-opioid cells | B-score at 10 µM | 300,000 compounds, 0.39% hits | AID 2247, 2010 | Short transient receptor potential channel 4 (Mus musculus), Q9QUQ5 | DAMGO-evoked Fluo4 calcium flux; hits give low values;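 active = B-score over 3 SD under the library average, no early fluorescence shift, positive overall ratio signal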
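Assay system: TRPC4beta/mu-opioid receptor HEK293 cell line; compound dosing: single concentration per test compound; detection: Fluo4 Ca2+ flux fluorescence; evaluation: per-well B score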
TRPC6 activator = mouse TRPC6 channel activators, primary screen, cell-based, HEK293, membrane potential dye. Short transient receptor potential channel 6 (Mus musculus), Q61143. HEK293-TRPC6 membrane potential dye fluorescence; hits give high values. B-score at 10 µM. 310,000 compounds, 0.13% hits. AID 2550, 2010;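 active = B-score of the integrated fluorescence ratio above library mean plus 3 SD, and starting fluorescence ratio within library mean plus 5 SD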;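 note: higher score means more depolarization so channel activation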
Target sequence (Q61143 whole entry, looked up): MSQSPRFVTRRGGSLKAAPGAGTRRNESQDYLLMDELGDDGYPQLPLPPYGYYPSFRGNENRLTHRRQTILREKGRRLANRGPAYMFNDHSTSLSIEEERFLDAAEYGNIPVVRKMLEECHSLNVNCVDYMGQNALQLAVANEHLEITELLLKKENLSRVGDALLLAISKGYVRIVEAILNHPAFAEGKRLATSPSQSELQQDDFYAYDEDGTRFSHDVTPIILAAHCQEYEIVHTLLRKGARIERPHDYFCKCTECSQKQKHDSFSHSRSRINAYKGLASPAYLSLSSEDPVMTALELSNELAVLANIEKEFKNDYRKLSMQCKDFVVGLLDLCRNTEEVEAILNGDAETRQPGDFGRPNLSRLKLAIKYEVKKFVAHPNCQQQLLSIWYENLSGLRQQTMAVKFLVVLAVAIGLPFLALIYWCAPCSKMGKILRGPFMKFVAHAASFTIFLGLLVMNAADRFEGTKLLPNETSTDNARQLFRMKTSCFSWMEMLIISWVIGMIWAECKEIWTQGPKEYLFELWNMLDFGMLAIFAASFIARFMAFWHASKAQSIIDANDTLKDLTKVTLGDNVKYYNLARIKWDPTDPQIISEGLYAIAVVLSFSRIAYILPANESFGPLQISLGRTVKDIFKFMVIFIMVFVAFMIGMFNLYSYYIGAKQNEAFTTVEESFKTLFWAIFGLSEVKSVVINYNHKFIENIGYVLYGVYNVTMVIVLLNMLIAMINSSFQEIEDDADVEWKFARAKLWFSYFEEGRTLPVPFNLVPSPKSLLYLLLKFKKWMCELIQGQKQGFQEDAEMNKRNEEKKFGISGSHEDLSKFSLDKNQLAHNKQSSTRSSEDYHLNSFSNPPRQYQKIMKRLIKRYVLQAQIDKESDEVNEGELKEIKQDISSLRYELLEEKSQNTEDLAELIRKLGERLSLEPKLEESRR
MrgX1 ag = agonists of human MrgX1 receptor, primary screen, HEK293 cells, Fluo-4 calcium flux. Fluo-4 calcium fluorescence, agonist mode; hits give high values. B-score at 10 µM. 310,000 compounds, 0.44% hits;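 active = calcium response B-score plate-corrected fluorescence ratio at least 3 library SD, with starting fluorescence B-score inside 5 SD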
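times = overnight plating, then 30 min 37 °C plus 30 min room-temperature dye loading | assay system = stable human MrgX1 HEK293 cell line | input = fifteen thousand cells per well | signal = kinetic calcium dye fluorescence, Fluo-4 NW | dosing = compound delivered in addition one of three | read-out = B-scored fluorescence response ratio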
MrgX1 allo act = positive allosteric modulators of MrgX1, primary screen, HEK293 cells, Fluo-4 calcium flux | FDSS; hits give high values | 310,000 compounds, 0.63% hits | B-score at 10 µM;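 active = plate-corrected calcium response at least 3 library SD above typical, normal starting fluorescence, not activating the receptor alone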;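 note: compound read alongside a low EC10 to EC30 dose of BAM8-22 agonist; peak minus trough fluorescence over baseline measured at the second addition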
TRPC6 inhibitor = mouse TRPC6 channel inhibitors, primary screen, cell-based, HEK293, membrane potential dye. Short transient receptor potential channel 6 (Mus musculus), Q61143. ACh-evoked depolarization; hits give low values. B-score at 10 µM. 310,000 compounds, 1.1% hits;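 active = B-score under library mean minus 3 SD, initial fluorescence not abnormally high, positive integrated signal ratio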;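 note: B-score derived from integrated fluorescence ratio over the kinetic read; more negative B-score means stronger inhibition of depolarization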
TRPC4 PAM = positive allosteric modulators of TRPC4, primary screen, cell-based, mouse TRPC4beta, HEK293 mu-opioid, Fluo-4 calcium. Short transient receptor potential channel 4 (Mus musculus), Q9QUQ5. DAMGO EC20, Fluo-4 Ca2+ flux; hits give high values. B-score at 10 µM. 310,000 compounds, 0.42% hits. AID 2227, 2009;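 active = B-score of calcium response area above 5 SD of library B-scores, with initial fluorescence ratio within 5 SD of library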;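 note: B-score of integrated fluorescence ratio over time as area under calcium response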
PolyA inh = polyadenylation inhibitors in yeast reporter cells, primary screen, luminescence, S. cerevisiae; S. cerevisiae SKY197-pL101 polyadenylation reporter, beta-gal luminescence; efflux-impaired pdr1/pdr3 knockout yeast; score 100 = 6 SD above DMSO; calls only at 12 µM; 300,000 compounds, 0.02% hits; AID 1875, 2009;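 active = lowest replicate activity score at least 50, where 100 means six control SD above control mean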;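 note: yeast exposed to compound for 9 h at 30 °C; higher score means more reporter readthrough which indicates perturbed polyadenylation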
MrgX1 antagonist = antagonists of human MrgX1 receptor, primary screen, HEK293 cells, Fluo-4 calcium flux; Mas-related G-protein coupled receptor member X1 (Homo sapiens), Q96LB2; BAM8-22 antagonism; hits give low values; B-score at 10 µM; 310,000 compounds, 1.3% hits; AID 588676, 2011;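 active = calcium-response B-score plate-corrected more than 3 library SD below zero, starting fluorescence within 5 deviations, no agonist response on first addition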;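 note: peak minus trough fluorescence over baseline after final BAM8-22 challenge near maximal dose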
TRPC4 agonist = activators of mouse TRPC4 channel, primary screen, Fluo4 calcium, HEK293 TRPC4beta/mu-opioid cells; Short transient receptor potential channel 4 (Mus musculus), Q9QUQ5; Fluo4 calcium fluorescence; hits give high values; B-score at 10 µM; 310,000 compounds, 0.49% hits; AID 2237, 2010;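 active = B-score above 5 SD of library B-scores, and initial fluorescence ratio not above library mean plus 5 SD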;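 note: positive B-score marks a calcium rise read as TRPC4 activation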
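Assay system: HEK293 stable line with TRPC4beta plus mu-opioid receptor; schedule: 45 min room-temperature Fluo4 loading, 110 s read; technique: kinetic Fluo4 calcium fluorescence; evaluation: integrated baseline-normalised fluorescence ratio, converted to per-well B score; controls: buffer (low) and maximal DAMGO (high)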
AI-2 QS mod = Vibrio harveyi AI-2 quorum sensing modulators, primary screen, JMH597 strain, luminescence/OD600 ratio | AID 2094, 2009 | 300,000 compounds, 0.4% hits | Vibrio harveyi JMH597 AI-2 luminescence/OD600 ratio, 9 h; hits give low values; strain lacks LuxN and CqsS sensors; 0 = neutral-control median | activity change, % at 7.5 µM; in the data active = activity change below about -75%, passing the limit was not always enough;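 note: luminescence divided by OD600 gain over 9 h not by final OD600 alone; inactives centre near 13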
* marks the source's active call; other numbers are inactive results; i = inactive; . = no result given. The list is partial; the hit share may differ from the screen's.

SMILES	HIF act	TRPC4 block	TRPC6 activator	MrgX1 ag	MrgX1 allo act	TRPC6 inhibitor	TRPC4 PAM	PolyA inh	MrgX1 antagonist	TRPC4 agonist	AI-2 QS mod
Cc1ccc(OCCOc2cccc(C=C3C(=O)NC(=O)NC3=O)c2)cc1	-0.1	i	i	i	i	i	i	i	i	i	-1
CC(=O)N(C1=NCCCS1)c1ccc(Cl)cc1	0.2	i	i	i	i	i	i	i	i	i	31
COc1cccc(CN2CCNCC2)c1OC	-1.3	i	i	i	i	i	i	i	i	i	-1
COP(=O)(CC(=O)O)c1ccccc1 (centres undefined)	-0.8	i	i	i	i	i	i	i	i	i	23
Cc1cc(OC(=O)c2ccco2)c2c3c(c(=O)oc2c1)CCCC3	0.0	i	i	i	i	i	i	i	i	i	7
Clc1cccc(CNCCc2ccc3c(c2)OCO3)c1	0.3	i	i	i	i	i	i	i	i	i	15
COc1ccc(OC)c(CN2CCCC(C(=O)c3sccc3C)C2)c1 (centres undefined)	-0.7	-6*	i	i	i	i	i	.	i	i	15
O=[N+]([O-])c1ccc(N2CCNCC2)cc1NC1CC1	-3.2	i	i	i	i	i	i	i	i	117*	9
CC(C)n1nnnc1CN1CCN(C)CC1	-0.2	i	i	i	i	i	i	i	i	i	15
CC(=O)OC1N=C(c2ccccc2Cl)c2cc(Br)ccc2N(C)C1=O (centres undefined)	0.5	i	i	i	i	i	i	i	i	i	4
COc1ccc(C(=O)C2CCCN(Cc3cccc(C)n3)C2)c(OC)c1 (centres undefined)	0.1	i	i	i	i	-6.4*	i	i	i	i	21
Nc1nc(SCCC(F)=C(F)F)n[nH]1	-1.5	i	i	i	i	i	i	i	i	i	30
CCCCCn1c(=O)c(C(=O)NCCc2ccccc2)c(O)c2ccccc21	-1.8	i	i	i	7.6*	i	i	i	-8.2*	i	14
COCCOC(=O)C1=C(N)Oc2c(c(=O)oc3ccccc23)C1c1ccncc1 (centres undefined)	0.0	i	i	i	i	i	i	i	i	i	20
CCOC(=O)[C@@]1(C#N)C(c2ccc(Cl)c(Cl)c2)[C@H](C(N)=O)N2C=C(C(C)=O)C=C[C@H]21 (some centres undefined)	.	i	i	i	i	i	i	.	i	i	19
CCN(c1ccc(C(O)(C(=O)OC)C(F)(F)F)cc1)S(=O)(=O)c1ccccc1 (centres undefined)	-13	i	i	i	i	i	i	i	i	i	26
O=C(Cn1nc(-c2ccccc2)ccc1=O)N1CCC2(CC1)OCCO2	0.2	i	i	i	i	i	i	i	i	i	0
CCCCCP(=O)(O)c1ccccc1	0.5	i	i	i	i	i	i	i	i	i	22
Nc1nonc1C(=O)N/N=C/c1ccc([N+](=O)[O-])o1	0.6	i	i	i	i	i	i	i	i	i	-84*
COc1ccc(/C=N/N=C(/N)N[N+](=O)[O-])c(OC)c1	0.5	i	i	i	i	i	i	i	i	i	28
O=[N+]([O-])c1ccc2nc(N3CCNCC3)ccc2c1	0.5	i	i	i	i	-5*	i	i	i	i	34
CCCOP(=O)(O)c1c([N+](=O)[O-])cc(C(F)(F)F)cc1[N+](=O)[O-] (tested in a mixture with another compound)	2.3	i	i	i	i	i	i	i	i	i	15
NNC(=O)c1nc[nH]c1C(=O)Nc1ccc(Cl)cc1C(=O)c1ccccc1	-0.5	i	i	i	i	i	i	i	i	i	26
O=c1[nH]c(O)c(C=NCCc2ccccc2)c(=O)[nH]1	-0.4	i	i	i	i	i	i	i	i	i	2
CCCCn1c(O)c(C(=O)/C=C/c2c[nH]c3ccccc23)c(=O)[nH]c1=O	0.2	i	247*	i	i	i	i	i	i	i	6
COc1ccc(C(=O)C2CCCN(CCO)C2)c(C)c1 (centres undefined)	-1.6	i	i	i	i	i	i	i	i	51*	18
Nc1ccccc1C(=O)c1ccccc1	.	i	i	i	i	i	i	i	i	i	5
C=Cn1ccnc1P(=S)(c1nccn1C=C)c1nccn1C=C	0.3	i	i	i	i	i	i	i	i	i	9
COc1ccccc1-n1c(O)c(C=NCc2ccc3c(c2)OCO3)c(=O)[nH]c1=O	-3.1	i	i	i	i	i	i	i	i	i	25
CCOC(=O)c1c(N)n(CCCOC(=O)c2ccco2)c2nc3ccccc3nc12	0.2	i	i	i	i	i	i	i	i	i	13
CNC(=O)Oc1ccc(C(=O)N2c3ccccc3NC(=O)C2C)cc1 (centres undefined)	-0.1	i	i	i	i	i	i	i	i	i	18
CN1C(=O)C2C[C@@]3(Br)c4ccccc4N(OOSc4ccccc4)[C@H]3N2C(=O)[C@@H]1Cc1ccccc1 (some centres undefined)	-0.9	i	i	i	i	i	i	i	i	i	21
COP(=O)(/C=C(\Cl)c1ccccc1)/C=C(\Cl)c1ccccc1	-0.8	i	i	i	i	i	i	i	i	i	7
O=C1NC(=S)NC(=O)C1C1CCCCC1	0.3	i	i	i	i	i	i	i	i	i	23
CCOP(=O)(OCC)C(NC(=O)c1cccc([N+](=O)[O-])c1)C(Cl)(Cl)Cl (centres undefined)	-0.1	i	i	i	i	i	i	i	i	i	-1
COc1cc2c(cc1OC)C13CCN4CC5=CCOC6CC(=O)N2C1C6C5CC43 (centres undefined) (tested in a mixture with another compound)	0.1	i	i	i	i	i	i	i	i	i	10
Clc1ccccc1CN1CCN(c2ccccc2Cl)CC1	-0.3	i	i	i	i	i	i	i	i	i	41
CCOc1ccc2nc(N3CCC(C(=O)N4CCC5(CC4)OCCO5)CC3)sc2c1	2.1	i	i	i	i	i	i	i	i	i	5
CC(C)(C)c1ccc(OC(=O)N2CCCCC2)cc1	2.3	i	i	i	i	i	i	i	i	i	3
CCC1(c2ccccc2)C(=O)N(C)C(=O)N(C)C1=O	2.4	i	i	i	i	i	i	i	i	i	3
CCCOc1ccc(N2C(=O)CC(N3CC=C(c4ccccc4)CC3)C2=O)cc1 (centres undefined)	2.0	i	i	i	i	i	i	i	i	i	26
COC(=O)C(C)Oc1cc(C)cc2oc(=O)c3c(c12)CCCC3 (centres undefined)	0.4	i	i	i	i	i	i	i	i	i	7
CC(=O)OC1(c2ccccc2)CC(C(C)(C)C)CN(C(C)(C)C)C1 (centres undefined)	-0.1	i	i	i	i	i	i	i	i	i	20
Brc1cccc(CNCCc2ccc3c(c2)OCO3)c1	-18	i	i	i	i	i	i	i	i	i	12
CC(=O)N1CCN(CC(=O)Nc2ccc(C#N)c(Cl)c2)CC1	-0.6	i	i	i	i	i	i	.	i	i	5
O=c1[nH]c(=S)[nH]c(O)c1N=Nc1ccc(S(=O)(=O)N2CCOCC2)cc1	-0.6	i	i	i	i	i	i	i	i	i	10
c1ccc([C@@H]2CO2)cc1	-0.1	i	i	i	i	i	i	i	i	i	-7
Cc1cccc(CSc2nc3c(cc2C#N)CN(C)CC3)c1	0.0	i	i	i	i	i	i	i	i	i	-4
COc1ccc(CN2CCN(Cc3ccccc3F)CC2)cc1	-0.5	i	i	i	i	i	i	i	i	i	25
N#CC(C#N)=NNc1ccc(-n2ccc(C(F)(F)F)n2)cc1	2.3	i	i	i	i	-9.2*	i	i	i	i	32
Cc1ccc(C[n+]2c(-c3ccc(C)cc3)cc(-c3ccc(C)cc3)cc2-c2ccc(C)cc2)cc1	-0.5	i	i	i	i	-7*	i	i	-13*	160*	-41
NS(=O)(=O)c1ccc(-c2ccc(C=C3C(=O)NC(=S)NC3=O)o2)cc1	-0.9	i	i	i	i	i	i	i	i	i	18
CCc1ccc(N2C(=O)NC(=O)C(Cc3ccc(OC)cc3OC)C2=O)cc1 (centres undefined)	-0.1	i	i	i	i	i	i	i	i	i	9
CSc1nc(N)c(N=Nc2ccc([As](=O)(O)O)cc2)c(=O)[nH]1	-1.1	i	i	i	i	i	i	i	i	i	36
CCOC(=O)C(NC(=O)CCl)(Nc1ccc(C(O)(C(=O)OCC)C(F)(F)F)cc1)C(F)(F)F (centres undefined)	-0.8	i	i	i	i	i	i	i	i	i	8
Cc1ccc(-c2nn(Cc3ccccc3)cc2C=O)cc1C	2.9	i	i	i	i	i	i	i	i	i	8
CN1C2CCC1CC(OC(=O)c1ccc([N+](=O)[O-])cc1)C2 (centres undefined)	0.0	i	i	i	i	i	i	i	i	i	-1
Cc1nc2ccccc2c(=O)n1-c1ccccc1C(F)(F)F	0.0	i	i	i	i	i	i	i	i	i	13
COc1ccc(CCNCc2ccc(F)cc2)cc1OC	1.1	i	i	i	i	i	i	i	i	i	14
C[N+](C)(C)c1ccccc1	-0.6	i	i	i	i	i	i	i	i	i	7
CCC(=NCCCN(C)C)c1c(O)n(-c2ccc(OC)cc2)c(=O)[nH]c1=O	0.5	i	i	i	i	i	i	i	i	i	7

Just TRPC4 block and AI-2 QS mod, for 4 of the compounds above:
structure,TRPC4 block,AI-2 QS mod
O=c1[nH]c(=S)[nH]c(O)c1N=Nc1ccc(S(=O)(=O)N2CCOCC2)cc1,i,10
c1ccc([C@@H]2CO2)cc1,i,-7
Cc1cccc(CSc2nc3c(cc2C#N)CN(C)CC3)c1,i,-4
COc1ccc(CN2CCN(Cc3ccccc3F)CC2)cc1,i,25
